Nox1 inhibitor = blocks human NADPH oxidase 1 activity; HT29 cells, luminol chemiluminescence ROS; Q9Y5S8; actives 0.81% (n = 16,000); inhibition, % at 6.7 µM
rat GALR2 ag = activates the rat galanin receptor 2. activation, % at 10 µM. cell-based GALR2 agonist screen. O08726. actives 0.5% (n = 16,000); in the data active means activation above about 15%
Target sequence (O08726 whole entry, looked up): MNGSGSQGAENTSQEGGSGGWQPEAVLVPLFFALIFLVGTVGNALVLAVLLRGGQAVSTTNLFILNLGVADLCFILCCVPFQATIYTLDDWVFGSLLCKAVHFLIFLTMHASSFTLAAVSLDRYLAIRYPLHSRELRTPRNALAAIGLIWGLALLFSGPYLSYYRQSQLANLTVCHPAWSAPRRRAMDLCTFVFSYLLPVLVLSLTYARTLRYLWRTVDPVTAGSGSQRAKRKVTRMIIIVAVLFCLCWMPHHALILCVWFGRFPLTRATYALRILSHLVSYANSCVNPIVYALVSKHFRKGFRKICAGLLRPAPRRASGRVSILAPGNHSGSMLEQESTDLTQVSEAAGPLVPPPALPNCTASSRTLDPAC
luminol inh ctr = counter-screen for Nox1 inhibitors: inhibitors of luminol chemiluminescence; HRP/luminol/H2O2 chemiluminescence counterscreen; inhibition, % at 6.7 µM; actives 0.4% (n = 16,000); AID 1823; further: reference of the scale not given here
OPRK1 antag MB = antagonists of human kappa opioid receptor OPRK1, Maybridge library; P41145; OPRK1 cells, antagonist mode, fluorescence readout; inhibition, % at 9 µM; actives 0.4% (n = 16,000); AID 652031; in the data active means inhibition above about 50%
S1P1 ag = S1P1 (human) receptor agonism; S1P1 agonist cell-based reporter assay; P21453; actives 1.5% (n = 16,000); activation, % at 4.5 µM; AID 1044; in the data active means activation above about 80%
Target sequence (P21453 whole entry, looked up): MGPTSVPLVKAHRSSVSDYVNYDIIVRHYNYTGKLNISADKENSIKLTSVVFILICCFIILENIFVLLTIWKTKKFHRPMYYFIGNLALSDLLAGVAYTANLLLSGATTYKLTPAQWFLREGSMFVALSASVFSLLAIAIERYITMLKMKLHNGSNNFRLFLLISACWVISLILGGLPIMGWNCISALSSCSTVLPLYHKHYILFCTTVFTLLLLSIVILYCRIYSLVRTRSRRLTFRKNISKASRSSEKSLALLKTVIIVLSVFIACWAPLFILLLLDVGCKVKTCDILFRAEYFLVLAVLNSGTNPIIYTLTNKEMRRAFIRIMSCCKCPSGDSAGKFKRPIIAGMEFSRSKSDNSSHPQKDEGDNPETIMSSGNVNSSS
TLR4 MyD88 blk = TLR4-MyD88 interaction inhibition | actives 0.06% (n = 16,000) | Cell-based TLR4-MyD88 binding inhibition assay | inhibition, % at 10 µM | AID 811 | O00206; in the data active means inhibition above about 45%
PME-1 Maybr inh = Maybridge compound blocking human PME-1; Q9Y570; recombinant PME-1, FP-Rh probe fluorescence polarization; inhibition, % at 9 µM; actives 0.5% (n = 16,000); AID 2291; in the data active means inhibition above about 30%
NOTCH agonist = NOTCH pathway agonism; activation, % at 2.5 µM; NOTCH signaling luciferase reporter cells, luminescence; actives 0.4% (n = 15,000); AID 434982; in the data active means activation above about 2.2%
Active calls of the source: *; · = no result given. Unless noted, no stated cut-off is given here; in the data, active means inhibition above about 75%; inactive means the rest.

SMILES	Nox1 inhibitor	rat GALR2 ag	luminol inh ctr	OPRK1 antag MB	S1P1 ag	TLR4 MyD88 blk	PME-1 Maybr inh	NOTCH agonist
COC(=O)C1=C(N)CC(c2ccccc2)S1 (centres undefined)	-46	-3	1	3	2	8	-4	-0.2
COC(=O)/C(C#N)=C(\NC(=O)c1ccccc1)SC	-40	-8	-9	1	-6	-10	5	·
Cc1ccc(S(=O)(=O)N=S(Cc2ccccc2)Cc2ccccc2)cc1	-49	-6	2	-9	8	12	0	-1.2
N/C(=N\NS(=O)(=O)c1cc(C(F)(F)F)cc(C(F)(F)F)c1)c1ccccn1	36	-3	9	8	9	3	0	0.0
S=C(SCc1ncon1)N1CCSCC1	-67	-3	-2	-1	-1	-1	-2	-5.9
O=c1onc(-c2ccccc2)c2ccccc12	1	-4	-3	26	-6	5	2	-0.4
CS/C(N)=N/C(N)=Nc1ccc(Cl)cc1	-42	-9	3	4	8	4	-3	-0.4
S=C(NCCn1ccnc1)Nc1ccc(Cl)cc1	4	-4	-1	17	-3	-3	5	-0.7
NCCNc1cccc2c(S(=O)(=O)O)cccc12	-39	-7	31	7	3	3	-3	-0.3
N#Cc1cccnc1NNC(=O)COCC(=O)O	6	-8	5	83*	-12	3	-63	-1.4
Cc1noc(-c2ccccc2)c1NC(=O)Nc1cc(C2CC2)nn1C	-5	-10	3	7	5	5	1	-0.9
Cc1ccc(OS(=O)(=O)c2cc(Cl)c(Cl)cc2Cl)c([N+](=O)[O-])c1	35	-1	-6	4	2	3	2	-1.0

Four entries drawn at random from those above:
SMILES	Nox1 inhibitor	rat GALR2 ag	luminol inh ctr	OPRK1 antag MB	S1P1 ag	TLR4 MyD88 blk	PME-1 Maybr inh	NOTCH agonist
COC(=O)/C(C#N)=C(\NC(=O)c1ccccc1)SC	-40	-8	-9	1	-6	-10	5	·
Cc1ccc(OS(=O)(=O)c2cc(Cl)c(Cl)cc2Cl)c([N+](=O)[O-])c1	35	-1	-6	4	2	3	2	-1.0
NCCNc1cccc2c(S(=O)(=O)O)cccc12	-39	-7	31	7	3	3	-3	-0.3
S=C(SCc1ncon1)N1CCSCC1	-67	-3	-2	-1	-1	-1	-2	-5.9

New compounds follow
SMILES	Nox1 inhibitor	rat GALR2 ag	luminol inh ctr	OPRK1 antag MB	S1P1 ag	TLR4 MyD88 blk	PME-1 Maybr inh	NOTCH agonist
c1ccc(-c2cc3nccc(-c4ccccc4)n3n2)cc1	-15	-9	2	-12	-14	6	0	-0.2
O=c1cc(Nc2ccc(Cl)cc2)nc(COc2ccccc2)[nH]1	-6	-6	-5	-12	13	-3	4	-0.4
O=[N+]([O-])c1cc(C2SCCS2)ccc1SCc1ccco1	10	-6	-2	20	100*	-1	6	-0.5
S=C1NCN(CC2CCCO2)CN1 (centres undefined)	-5	-5	-3	14	-12	4	3	-0.5
N/N=C(\N)c1ccc(C(F)(F)F)cn1	22	5	-3	24	7	·	9	0.0
Cc1cn(-c2ccccc2)nc1C(=O)Nc1nn(C)c2ccccc12	-24	-4	1	-21	1	-9	-1	0.1
COc1cccc(-c2nnc(-c3ccccc3NS(=O)(=O)c3ccc(Cl)cc3)o2)c1	7	-9	-3	-15	5	·	2	-0.9
N#Cc1ccc(CN=Cc2cc(Br)ccc2O)cc1	-21	-3	3	2	3	0	-2	-0.5
S=c1nn[nH]n1-c1cc(Cl)c(Cl)cc1Cl	1	-1	1	5	8	-1	-1	-0.2
O=C1C=CC(=O)C2C3c4ccccc4C(c4ccccc43)C12 (centres undefined)	65	2	1	2	2	7	5	-0.3
Cc1n[nH]c(=S)[nH]c1=S	-15	12	24	-5	-16	2	3	-1.6
CCOC(=O)CC(=O)c1cccc([N+](=O)[O-])c1	-31	-9	2	12	13	-2	-1	0.1
Nc1ccccc1NC(=S)Nc1ccccc1C(F)(F)F	11	-4	3	-8	-11	-4	3	-0.3
CCOC(=O)c1cc(C#N)c(N2CCC(C(=O)OCC)CC2)nc1C(F)(F)F	-30	-8	-4	36	-5	-15	3	·
O=C1Nc2ccc(Br)cc2/C1=C/C(=O)c1ccc2c(c1)OCO2	9	-1	-6	14	19	-5	7	0.0
Cc1onc(-c2ccccc2)c1NC(=O)NN(C)c1ccc(C(F)(F)F)cc1[N+](=O)[O-]	-13	-6	-1	-5	-8	-4	4	-0.3
COC(OC)c1ccnc(SCc2ccc(Cl)cc2Cl)n1	13	-3	-3	-5	2	-6	2	-0.1
O=C(Nc1cccc(Cl)c1)Nc1ccc(CSc2ccc(Cl)cc2)o1	-45	-4	6	4	54	11	-32	-1.1
CCOc1ccsc1C(=O)NNC(=O)c1ccc([N+](=O)[O-])cc1	-19	-4	1	-6	3	-3	-1	0.1
C=CCc1ccc(Cc2ccc([N+](=O)[O-])cc2)c(OC)c1	-64	-10	2	25	69	·	2	-0.4
Cc1nc(C(F)(F)F)ccc1C(=O)O/N=C(\N)c1cnccn1	-50	-6	-1	-10	3	4	-13	-0.7
CSc1ncc(-c2nnc(SCc3ccccc3)n2C)n1C	7	-7	1	-6	0	-2	-1	-0.1
CC(=O)NNC(=O)c1ccccn1	15	-6	-6	25	-8	·	6	-0.1
Clc1cc(CSc2ccccc2C2=NCCCN2)c(Cl)s1	-43	-2	-2	28	-5	-10	3	0.2
COC(=O)C1=C2CC=CC2C(C(=O)OC)C1=O (centres undefined)	-28	-7	3	-11	0	-3	4	0.6
Nc1cc(-c2ccc(Cl)cc2)nc(N)n1	-6	-8	-3	4	10	-3	3	0.6
COC(=O)c1sc(N2CCCC2)c(C#N)c1-c1cccs1	-28	-3	2	-4	-18	4	-1	-0.8
CCOC(=O)C1CCN(C(=O)c2scc(S(=O)(=O)c3ccc(Cl)cc3)c2C)CC1	14	-6	-4	3	61	-6	7	-1.0
O=S(=O)(NCCc1c[nH]c2ccccc12)c1cccc2nsnc12	-54	-8	3	0	10	9	3	-0.7
CC(C)(C)C(=O)OC/C(N)=N/OC(=O)c1cccs1	-14	-7	-6	21	12	-1	4	-0.6
CCc1c(O)c(Cc2ccccc2)c(=O)n(-c2nccs2)c1-c1ccccc1	-6	-7	23	18	-8	1	4	-0.8
COc1ccccc1N1CCN(C(=O)Nc2ccc(C)cc2)CC1	-7	-5	-10	-17	-10	-3	0	-0.4
N/C(=N\NC(=O)c1cccnc1)c1ccncc1	23	-7	-6	19	0	-1	10	-0.3
CN(C)/N=C/c1ccc([N+](=O)[O-])cc1	-23	-2	11	24	-6	-6	-5	-1.0
O/N=C/c1ccc(Cl)s1	-98	-4	2	6	-9	7	-1	-0.3
COC(=O)c1cc(OC)ccc1Oc1cccc(OC)c1	-54	-3	4	8	-32	4	-6	-0.3
O=C(Nc1ccccc1)Nc1ccccc1Sc1ncc([N+](=O)[O-])s1	4	-10	-2	12	20	-11	2	-0.6
COc1cccc(CC(=O)NC2CCN(c3nccc(C(F)(F)F)n3)CC2)c1	-22	-7	-7	14	-16	-5	6	-0.3
COc1cccc(/C=N/NC(=S)NC2CC3CCC2C3)c1O (centres undefined)	-6	-4	13	-6	-25	6	-5	-0.2
O=C1CCCC(O)=C1Br	-22	-4	-2	8	4	11	2	0.2
CCOC(=O)Cc1csc(-c2ncc(C(F)(F)F)cc2OCC)n1	-2	-6	-5	-27	2	-5	5	0.0
CCOC(=O)/C(C#N)=C1\SC=C(c2ccccc2)N1c1c(C)cccc1C	22	1	-6	15	-32	0	9	-0.1
COC(=O)c1ccccc1S(=O)(=O)N1CCN(c2ncccn2)CC1	8	-7	0	-5	-3	13	2	-0.4
Cc1ccc(S(=O)(=O)Nc2ccc3ncccc3c2)cc1	-23	-7	4	-11	60	8	-15	-0.9
CSc1n[nH]c(-c2cc(C(C)(C)C)oc2C)c1C#N	-14	-5	-1	-1	-2	2	0	-0.8
CSc1nc(-c2cccnc2)nc(N)c1C#N	-56	-8	-1	-8	-19	4	2	·
Cc1csc2ncnc(NNC(=O)c3ccc(Cl)cc3)c12	60	-11	2	-13	35	1	2	-1.0
CC1(C)O[C@H]2OC[C@@H]3OC(C)(C)O[C@@H]3[C@H]2O1	-55	-2	0	7	-19	-2	-2	-0.5
C=CCn1c(=S)sc2c(Sc3nc4ccccc4[nH]3)ncnc21	-47	-4	-1	4	25	0	-2	0.3
O=c1[nH]c(-c2ccccn2)nc2c1CSCC2	9	-7	-2	-20	-6	·	7	-0.3
COc1cc(NC(=O)C(c2ccccc2)C2CCCC2)cc(C(F)(F)F)c1 (centres undefined)	-6	-12	3	14	-5	-6	-36	-0.5
O=S(=O)(Cc1ccc(Cl)cc1)N1CCN(c2ncccn2)CC1	17	-7	2	11	4	-8	-2	-0.2
Cc1ccc(/C(C#N)=C/c2cccs2)cc1	-22	-7	0	4	8	-1	-2	-0.7
N#CC(CCC(=O)O)(CCC(=O)O)S(=O)(=O)c1ccccc1	-37	-4	3	3	3	11	-2	-0.2
CSc1nsc(SC)c1CSc1ccc(Cl)cc1	-8	-9	3	6	-4	-3	-2	-0.1
COC(=O)c1cc(C)nc(Sc2ccccc2NC(=O)c2ccccc2)n1	-14	-7	-1	-12	-13	-2	-1	-0.6
OC(CSc1nc(-c2ccccc2)ns1)C(F)(F)F (centres undefined)	-45	-10	2	10	6	7	2	-0.1
O=[N+]([O-])c1ccc(CSc2c(Cl)cncc2Cl)c(Cl)c1	-36	-9	3	14	33	-5	8	-0.7
CNCCNS(=O)(=O)c1ccc(N2C(=O)CC3(CCCC3)C2=O)c(Cl)c1	3	-6	0	-24	-8	·	0	-0.1
COc1cc(/C=N/NC(=O)c2cc(C)ccc2[N+](=O)[O-])cc(OC)c1OC	14	-5	-2	-3	-22	-18	-5	-0.6

Part of the list above with just S1P1 ag:
Molecule,S1P1 ag
OC(CSc1nc(-c2ccccc2)ns1)C(F)(F)F (centres undefined),6
CNCCNS(=O)(=O)c1ccc(N2C(=O)CC3(CCCC3)C2=O)c(Cl)c1,-8
CSc1nsc(SC)c1CSc1ccc(Cl)cc1,-4

Single records, from the list above:
COc1cccc(/C=N/NC(=S)NC2CC3CCC2C3)c1O (centres undefined) is entered as Nox1 inhibitor = -6; rat GALR2 ag = -4; luminol inh ctr = 13; OPRK1 antag MB = -6; S1P1 ag = -25; TLR4 MyD88 blk = 6; PME-1 Maybr inh = -5; NOTCH agonist = -0.2
Cc1ccc(S(=O)(=O)N=S(Cc2ccccc2)Cc2ccccc2)cc1 is entered as Nox1 inhibitor = -49; rat GALR2 ag = -6; luminol inh ctr = 2; OPRK1 antag MB = -9; S1P1 ag = 8; TLR4 MyD88 blk = 12; PME-1 Maybr inh = 0; NOTCH agonist = -1.2

(listing goes on)
SMILES	Nox1 inhibitor	rat GALR2 ag	luminol inh ctr	OPRK1 antag MB	S1P1 ag	TLR4 MyD88 blk	PME-1 Maybr inh	NOTCH agonist
COc1cc(N=Cc2ccccc2OC(=O)c2cc(OC)c(OC)c(OC)c2)c(OC)cc1Cl	-69	-8	-17	-6	-30	-8	2	-0.6
Cc1nc2cc(Cl)ccc2c(=O)n1CC1CCCO1 (centres undefined)	0	-6	-3	6	-14	-10	4	-0.6
Cc1nnsc1C(=O)N(Cc1ccccc1)C(C)C	-41	-5	3	4	2	9	-2	-0.2
COc1cc(C(=O)O/N=C(\C)c2ccc(F)cc2)cc(OC)c1OC	-44	-1	1	4	-16	4	4	0.2
COc1ccc(C=Nc2ccc(C(=O)O)cc2)cc1	-62	-5	1	15	0	-7	-1	0.0
Cc1nc(CO/N=C(/N)c2ccc(C(F)(F)F)cc2)cs1	-24	-3	1	-3	-6	-2	2	-0.1
O=C1c2ccccc2C(=O)N1CNc1ccc(C2CCCCC2)cc1	-10	-5	-28	8	-1	6	-3	-0.3
CC(=O)OC1C[C@H](n2cc(C)c(=O)[nH]c2=O)O[C@@H]1COS(=O)(=O)c1ccc(C)cc1 (some centres undefined)	-58	-6	2	1	-15	4	0	3.0*
CC(=O)Nc1sccc1C#N	-61	-1	4	-5	48	·	-1	0.1
CC(C)(C)S(=O)(=O)/C(C#N)=C/N/N=C/c1c(Cl)cccc1Cl	-42	-3	2	3	3	3	0	-5.5
O=S(=O)(c1ccc(Cl)c(Cl)c1)c1ccc(Cl)c(Cl)c1	-10	-5	-3	0	-5	-6	2	-5.1
COc1ccc(OC)c(NC(=S)N2CCN(c3ncc(C(F)(F)F)cc3Cl)CC2)c1	-59	-8	2	-23	-17	-8	0	-0.3
Clc1ccccc1-c1nnc(Cc2cc(Br)sc2Br)o1	12	-5	-5	2	17	-4	4	-0.2
C#CCNS(=O)(=O)c1ccc(Cl)cc1	-24	-6	0	-4	-10	1	-1	-0.6
CCOC(=O)C(N)CCCCN (centres undefined)	-1	-4	-1	27	3	8	1	-0.5
C=CCn1c(-c2ccccc2)n[nH]c1=S	24	-5	97*	0	8	-6	2	1.0
COc1cc(NC(=O)c2ccccc2)c(C)cc1N	17	-5	4	-13	-10	-3	0	-0.2
Cc1ncc(Cl)c(N)c1Cl	-76	2	0	-12	-4	1	5	-1.0
O=C(c1cnc2ccccc2n1)N1CCN(c2cccc(Cl)c2)CC1	-47	-5	-3	10	8	1	4	-0.2

Screening data as filed in PubChem BioAssay.

These rows are one share of the data; rates above refer to the full screens.
